Bioassay records as filed in PubChem.
TDP1 cell CPT: DT40-hTDP1 cell growth loss with CPT; hit rate 12% among 420,000; chicken DT40 Tdp1-/-;hTDP1 cells + 20 nM CPT, ATP luminescence, 48 h; Potency, µM (highest dose often 46.2 µM), without a hit: top-dose activity change, negative = growth inhibition, most hits filed as inhibitors; note: nearly all actives have a fitted effect of over 55% in size
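Chicken DT40 Tdp1-/- cells complemented with human TDP1, 400 cells/well, exposed to compounds plus 20 nM camptothecin for at least 48 h at 37 C; viability read as ATP content by CellTiter-Glo luminescence.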
TDP1 inh: blocks human tyrosyl-DNA phosphodiesterase 1; AID 485290; Potency, µM (titrated, usually from 130 µM), inactives show at the top dose activity change, negative = inhibition, usual class: inhibitors; Q9NUW8; recombinant TDP1, AlphaScreen DNA substrate cleavage; hit rate 0.28% among 350,000; note: nearly all actives have a fitted effect of over 40% in size
Target sequence (Q9NUW8 whole entry, looked up): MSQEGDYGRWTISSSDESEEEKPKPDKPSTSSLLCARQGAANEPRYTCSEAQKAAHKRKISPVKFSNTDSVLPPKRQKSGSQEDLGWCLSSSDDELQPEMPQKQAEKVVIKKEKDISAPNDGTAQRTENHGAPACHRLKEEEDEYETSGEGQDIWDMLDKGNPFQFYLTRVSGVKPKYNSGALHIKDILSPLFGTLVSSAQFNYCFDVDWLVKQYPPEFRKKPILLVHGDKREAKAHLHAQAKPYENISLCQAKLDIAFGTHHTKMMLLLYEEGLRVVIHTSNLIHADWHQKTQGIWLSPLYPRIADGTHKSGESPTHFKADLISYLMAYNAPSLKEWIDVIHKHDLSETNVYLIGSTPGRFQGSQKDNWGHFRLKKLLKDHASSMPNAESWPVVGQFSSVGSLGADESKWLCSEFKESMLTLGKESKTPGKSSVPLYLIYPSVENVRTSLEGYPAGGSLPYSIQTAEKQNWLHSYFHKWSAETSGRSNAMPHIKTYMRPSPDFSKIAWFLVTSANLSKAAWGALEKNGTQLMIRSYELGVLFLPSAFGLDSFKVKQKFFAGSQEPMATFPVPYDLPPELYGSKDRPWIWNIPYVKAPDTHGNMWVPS
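Here, a 5' biotin and 3' phosphotyrosine-FITC DNA oligonucleotide reports Tdp1 activity: intact substrate bridges AlphaScreen beads, while cleavage leaves a 3' phosphate and drops signal. All incubations at room temperature.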
DT40 TDP1 no CPT: qHTS for Inhibitors of human tyrosyl-DNA phosphodiesterase 1 (TDP1): qHTS in cells in absence of CPT. DT40 Tdp1-/- hTDP1 cells, no CPT, ATP luminescence, 48 h. Potency, µM (series often up to 46.2 µM), for the others: top-dose activity change, negative = growth inhibition, most hits filed as inhibitors. hit rate 15% among 420,000; note: nearly all actives have a fitted effect of over 55% in size
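Compound effects on proliferation are scored in DT40 Tdp1-/-;hTDP1 cells in the absence of CPT. ATP levels (CellTiter-Glo luminescence) are recorded after a ≥48 hr, 37 °C incubation.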
Numbers without * were called inactive; ? = inconclusive; . = no result given; & = joins results of further samples; [ ] = remark or other dose. Calls come from the whole dose curve; as a rule, active = well fitted curve in the direction sought with a large enough effect; inconclusive = small, poorly fitted or top-dose-only effect, or another doubt; inactive = no such curve, though single readings can be large; an effect the other way counts as inactive or inconclusive. % is set by controls: 0 for no effect and ±100 for the full control effect; potency is the fitted concentration of half-maximal effect.

SMILES	TDP1 cell CPT	TDP1 inh	DT40 TDP1 no CPT
Cc1cc(C)c(C(=O)Nc2ccc(Br)c(C(F)(F)F)c2)c(C)c1	16µM*	-4%	12µM*
COc1ccccc1C(=O)OC1CCCN(C)C1 (stereo not given)	-23%	.	13%
Cc1ccc(C(=O)Nc2c(-c3ccc(Cl)cc3)[nH][nH]c2=O)cc1	-20%	.	16%
N#CC(C(=O)OC1CCCCC1)c1nc2ccccc2nc1N1CCOCC1 (stereo not given)	?	-3%	?
CN(C)C(=O)c1ccc(-c2nc(N(C)C)c3ccccc3n2)cc1	?	?	?
O=C(c1ccco1)N1CCN(C(=O)C2CC(c3ccc(Cl)cc3)=NO2)CC1 (stereo not given)	-10%	2%	-20%
c1ccc(Cn2c(Nn3cnnc3)nc3ccccc32)cc1	-15%	5%	?
COc1ccc2c(c1)[C@H]1[C@H](CO2)[C@H](c2ccccc2)[C@]2(C)C(=O)Nc3ccc(C)cc3C(=O)N12	?	5%	?
CCCCc1ccc(-c2ccc(Br)cc2O)nc1	?	-6%	?
COCCNC(=O)CSC1=N/C(=C/c2ccc(Cl)c(Cl)c2)C(=O)N1c1ccccc1F	15µM*	-2%	21µM*
Cc1ccc(S(=O)(=O)CCC(=O)NCc2ccc(Cl)cc2)cc1	3%	3%	-14%
CCCC(=O)n1nc(-c2cccnc2)nc1NCc1cccs1	7%	0%	?
Cc1c(NS(=O)(=O)c2ccc(N)cc2)c(=O)n(-c2ccccc2)n1C	6%	.	-3%
O=C(O)c1cn(-c2ccc(F)cc2)c2cc(Cl)c(F)cc2c1=O	13%	5%	-13%
COc1ccc(CCCC(=O)Nc2ccccc2F)cc1	-13%	5%	-24%
O=C(Cn1nnc2ccccc21)c1cccc([N+](=O)[O-])c1	-10%	1%	-15%
CC1CC(C)CN(c2nc3c(c(=O)[nH]c(=O)n3C)n2CCCSc2nc3ccccc3s2)C1 (stereo not given)	-25%	.	-11%
O=C1CC(c2ccccc2)Cc2[nH]c(=O)c(-c3nc(-c4ccc(F)cc4)cs3)cc21 (stereo not given)	5.2µM*	-5%	3.3µM*
CCOc1ccc(CN2CCN(Cc3cccn3-c3ncccn3)CC2CCO)cc1 (stereo not given)	-16%	3%	?
O=C(C1CCC(C(=O)N2CCCCC2)CC1)N1CCCCC1 (stereo not given)	7%	1%	7%
CCCCNS(=O)(=O)c1ccc(N2CCCCS2(=O)=O)cc1	?	6%	23µM*
N#Cc1nc(-c2ccc(F)cc2)oc1NCc1cccc2c1OCO2	-28%	0%	-27%
O=C(Nc1ccccc1)c1cccc(N2CCCC2=O)c1	-19%	1%	-15%
CCCN(CC1COc2ccccc2O1)C(=S)Nc1ccc(C)cc1 (stereo not given)	?	3%	?
CCN(CC(=O)Nc1ccc(NC(C)=O)cc1)C(=O)Cc1ccc(Cl)c(Cl)c1	-1%	4%	?
CCc1ccc(Nc2nc(C)cc(C)c2C(N)=O)cc1	?	.	6.5µM*
Cc1ccccc1Cn1c2ccccc2c2cnn(CC(=O)NCCc3ccc(Cl)cc3)c(=O)c21	?	0%	18µM*
Cc1ccc(CN2CCN(Cc3cn[nH]c3-c3cccc(F)c3)CC2CCO)o1 (stereo not given)	-2%	3%	-1%
CC(C)(C)c1ccc(-c2nnc3sc(-c4ccncc4)nn23)cc1	13µM*	3%	?
CC(NC(=O)COC(=O)C1CCC1)c1ccccc1 (stereo not given)	1%	0%	1%
CC(=O)OCC(=O)[C@H]1CC[C@H]2[C@@H]3CCC4=CC(=O)CC[C@]4(C)[C@H]3CC[C@]12C	?	7%&10%	?
O=C(Nc1ccccc1C(F)(F)F)c1cc(S(=O)(=O)N2CCOCC2)ccc1F	-12%	-6%[56.1 µM]	0%
C=CCN(CC=C)CC(O)CN(c1cc([N+](=O)[O-])ccc1OC)S(=O)(=O)c1ccccc1 (stereo not given)	-12%	5%	-26%
CCOc1ccc(NC(=S)N(CCN2CCOCC2)Cc2cc3cc4c(cc3[nH]c2=O)OCCO4)cc1	?	9%	-11%
CCCCN(C(=O)/C=C/c1ccco1)c1c(N)n(CC(C)C)c(=O)[nH]c1=O	7%	-10%	-3%
Cc1cccc(N2C(=O)c3ccc(C(=O)Nc4ccccn4)cc3C2=O)c1	18%	-2%	7%
O=C(COC(=O)/C=C/c1ccc(S(=O)(=O)N2CCOCC2)cc1)NCc1ccc(Cl)cc1	?	3%	26µM*
CC(=O)N1CCc2cc(Br)cc(S(=O)(=O)NCCN3CCCCC3C)c21 (stereo not given)	-2%	2%	-5%
O=C(O/N=C1\CCCc2ccccc21)C1CC1	2%	0%	23%
O=[N+]([O-])c1cc2c(cc1/C=N/n1cnnc1)OCO2	0%	2%	-8%
COc1ccc(C(=O)N/C(=C\c2cc(OC)c(OC)cc2[N+](=O)[O-])C(=O)NCCO)cc1	19%	6%	13%
COc1ccc(-c2noc(CN(C(=O)c3ccc(OC(C)=O)cc3)C(C)C)n2)cc1OC	-2%	5%	-18%
Nc1nc(Nc2ccccc2)n[nH]1	-4%	3%	-14%
CCOc1ccccc1CN1CCNC(=O)C1CC(=O)N(C)CCc1ccccn1 (stereo not given)	0%	1%	5%
Cc1cccc(NC(=O)C2CCN(S(=O)(=O)c3cccc4cccnc34)CC2)c1	-15%	2%	?

Results in DT40 TDP1 no CPT, for some of the entries so far:
smiles,DT40 TDP1 no CPT
COc1ccc(C(=O)N/C(=C\c2cc(OC)c(OC)cc2[N+](=O)[O-])C(=O)NCCO)cc1,13%
COc1ccc(-c2noc(CN(C(=O)c3ccc(OC(C)=O)cc3)C(C)C)n2)cc1OC,-18%

New compounds follow
SMILES	TDP1 cell CPT	TDP1 inh	DT40 TDP1 no CPT
Cc1ccc(-n2nnnc2Sc2nc([N+](=O)[O-])nn2C)c(C)c1	16µM*	.	?
COc1ccc(CCN2C(=O)COc3ccccc3C2C(=O)Nc2c(C)cccc2C)cc1OC (stereo not given)	-1%	.	-30%
CN(C)c1cccc(C(=O)N2CCCC(C(=O)c3cc(F)ccc3F)C2)c1 (stereo not given)	-3%	5%	-26%
CC(C)C[C@H]1CNC(=O)C(=O)N1C[C@H]1CCCN1C[C@H](CC(C)C)N1C[C@H](Cc2ccccc2)N(CCc2ccccc2)C(=O)C1=O	21µM*	.	29µM*
Cc1nsc2nc3c(F)c(F)c(F)c(F)c3cc12	?	.	?
COc1ccc(C(=O)N/C(=C\c2ccco2)C(=O)NCCN2CCOCC2)cc1	3%	12%	6%
CC(=O)Nc1ccc(NC(=O)CSc2nnc3ccc(-c4cccnc4)nn23)cc1	11%	0%	6%
Cc1ccc(O)c(NC(=S)NC(=O)c2ccc(-c3ccc(Cl)cc3)o2)c1	23µM*	.	26µM*
CCc1ccccc1N1C(=O)N(CC(=O)c2ccc(Cl)cc2)c2ccccc2S1(=O)=O	?	3%	?
O=C(COC(=O)COc1cccc2ccccc12)NCC(F)(F)F	3%	2%	-6%
Cc1cc(=O)oc2cc(OC(C(=O)O)c3ccccc3)ccc12 (stereo not given)	-19%	.	-31%
COc1cc(/C=C/C(=O)O)cc(S(=O)(=O)NNC(=O)c2cc(C)oc2C)c1OC	6%	16µM*	-6%
O=C(CN(CC1CCCO1)C(=O)CCC(=O)Nc1ccccn1)NCc1ccccc1 (stereo not given)	-1%	0%	-9%
CCc1ccc(CN(C(=O)c2cccs2)C2CCS(=O)(=O)C2)cc1 (stereo not given)	-10%	-5%	-23%
Cc1ccccc1NC(=S)NC(NC(=O)c1ccco1)C(Cl)(Cl)Cl (stereo not given)	3%	5%	-14%

Reprinted at random: six entries already listed
SMILES	TDP1 cell CPT	TDP1 inh	DT40 TDP1 no CPT
Cc1cc(=O)oc2cc(OC(C(=O)O)c3ccccc3)ccc12 (stereo not given)	-19%	.	-31%
Cc1ccccc1NC(=S)NC(NC(=O)c1ccco1)C(Cl)(Cl)Cl (stereo not given)	3%	5%	-14%
CCc1ccccc1N1C(=O)N(CC(=O)c2ccc(Cl)cc2)c2ccccc2S1(=O)=O	?	3%	?
COc1cc(/C=C/C(=O)O)cc(S(=O)(=O)NNC(=O)c2cc(C)oc2C)c1OC	6%	16µM*	-6%
O=C(CN(CC1CCCO1)C(=O)CCC(=O)Nc1ccccn1)NCc1ccccc1 (stereo not given)	-1%	0%	-9%
Cc1ccc(-n2nnnc2Sc2nc([N+](=O)[O-])nn2C)c(C)c1	16µM*	.	?

Remaining list, next part:
SMILES	TDP1 cell CPT	TDP1 inh	DT40 TDP1 no CPT
O=C(Nc1cc([N+](=O)[O-])ccc1F)c1cccs1	-6%	3%	-4%
Nc1ccccc1Nc1nc2ccccc2[nH]1	?	.	26µM*
COc1cc(-c2coc3c(C(=O)NCc4ccccc4)cccc23)ccc1O	18µM*	.	-76%
COc1ccc(NC(=O)C(c2ccc(OC)cc2)N(Cc2ccco2)C(=O)CC2NC(=O)NC2=O)cc1 (stereo not given)	10%	5%	-9%
COc1ccccc1C(=O)OCC(=O)Nc1ccccc1OC(F)F	-11%	.	-14%
CC(C)CN(C(=O)CN1CCN(S(=O)(=O)c2ccc3ccccc3c2)CC1)c1c(N)n(CC(C)C)c(=O)[nH]c1=O	-1%	2%	-21%
COc1ccc(-n2c(O)c(C=Nc3ccccc3)c3ccccc3c2=O)cc1	?	5%	-17%
N[C@@H](C(=O)O)c1ccc(C(=O)O)c(O)c1	?	4%	-15%
CCSc1nnc(NC(=O)CSc2nnc(Cc3cccn3C)n2-c2ccc(F)cc2)s1	-11%	9%	?
Cc1cnccc1CNC(=O)C1CCC(=O)N(Cc2ccc(Cl)cc2)C1 (stereo not given)	12%	2%	20%
O=S1(=O)CCN(C2CC2)CC1	-3%	.	49%[activator]
COc1ccc(Cl)cc1N(C)C(=O)CCc1nc(-c2ccc(C)cc2)no1	18µM*	2%	23µM*
O=C(CC(CC(=O)c1ccccc1)c1ccco1)c1ccccc1	?	.	?
CC1(C(=O)NCc2ccccn2)CCN1C(=O)Cc1ccc(Cl)cc1Cl (stereo not given)	-11%	.	-18%
Cc1c(C(=O)N2CCCCC2)sc(NC(=O)C23CC4CC(CC(C4)C2)C3)c1C#N	?	.	18µM*
O=C(COc1cccnc1[N+](=O)[O-])NC1CCS(=O)(=O)C1 (stereo not given)	-7%	1%	-5%
Cc1cc(C)c(NC(=O)C2=COCCO2)c(C)c1	2%	-6%[0.505 µM]	-8%
O=C(NCCS(=O)(=O)N1CCN(c2ccc(F)cc2)CC1)C12CC3CC(CC(C3)C1)C2	18µM*	.	16µM*
O=C(Nc1nnc([C@@H]2O[C@H](CO)[C@@H](O)[C@H]2O)s1)Nc1cccc2c1CCCC2	-11%	.	-8%
CCCCNC(=S)N/N=C1\CCCCc2ccccc21	23µM*	7%	?
CCOC(=O)c1cc(OC)c2cccc(CN3CCC(C)(C(=O)NCCOC)C3)c2c1 (stereo not given)	?	.	?
COc1ccccc1CN1COc2ccc3c(oc(=O)c4ccccc43)c2C1	?	7%	23µM*
Cc1ccccc1-c1noc(CCC(=O)NC2CCCCC2)n1	-26%	0%	-24%
CCN1CCN(C(=O)/C(C#N)=C/c2ccc(OC(F)F)cc2)CC1	?	5%	-12%
COC(=O)CCCC1=CC2=C(c3ccccc3)C(=O)C(C)(OC(=O)C3CCCC3)C(=O)C2=CN1C(CO)CO (stereo not given)	?	8%[21 µM]	-12%
Cc1csc(NC(=O)CCNS(=O)(=O)c2ccc3c(c2)c(=O)n(C)c(=O)n3C)n1	-12%	8%	0%
CCOC(=O)c1sc(C)c2c1NC(c1ccc(Cl)cc1)NC2=O (stereo not given)	?	-2%	?
COc1ccc(C2CC(c3cccs3)=NN2C(=O)COC(=O)c2cc3ccccc3cc2O)cc1OC (stereo not given)	-18%	5%	?
CN(N=O)c1ccc2c(c1)Cc1ccccc1-2	-28%	.	?
O=C(NCC(=O)N1CCCCC1)c1sc2ccccc2c1Cl	-8%	1%	-21%

Look-ups from above:
Result for CCN1CCN(C(=O)/C(C#N)=C/c2ccc(OC(F)F)cc2)CC1 in TDP1 inh: 5%
Result for Cc1ccccc1-c1noc(CCC(=O)NC2CCCCC2)n1 in TDP1 cell CPT: -26%

(continued)
SMILES	TDP1 cell CPT	TDP1 inh	DT40 TDP1 no CPT
COc1cccc(CNC(=O)c2cc(-c3cccs3)nc3ccccc23)c1	-14%	1%	-26%
Cc1cc(NC(=O)c2ccc3c(c2)OCO3)ccc1NC(=O)c1ccccc1	?	0%	?
NC(=O)CSc1nnc(NC(=O)C23CC4CC(CC(C4)C2)C3)s1	-11%	3%	12%
O=C(NC(=S)Nc1ccccc1N1CCCCC1)c1ccc(F)cc1	-11%	10%	-7%
COc1ccccc1NS(=O)(=O)c1ccc2c(c1)NC(=O)C(C)S2 (stereo not given)	?	-3%	?
COc1ccc(N2C(=O)CC(NCc3cccs3)C2=O)cc1 (stereo not given)	-2%	-6%	10%
